ERAP1 HTS inh – human ERAP1 aminopeptidase inhibitors, primary screen, biochemical, single point, plate reader. recombinant ERAP1, Leu-AMC fluorescence, 60 min. inhibition, % at 10.7 µM. actives 0.15% (n = 340,000);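 active = mean replicate inhibition of at least 30%, or all replicates individually reaching that 30% level; inactive = mean below 30% and not every replicate reaching it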;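 also: 0% = neutral control wells and 100% = L-leucinethiol positive control wells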
Target sequence (Q9NZ08 whole entry, looked up): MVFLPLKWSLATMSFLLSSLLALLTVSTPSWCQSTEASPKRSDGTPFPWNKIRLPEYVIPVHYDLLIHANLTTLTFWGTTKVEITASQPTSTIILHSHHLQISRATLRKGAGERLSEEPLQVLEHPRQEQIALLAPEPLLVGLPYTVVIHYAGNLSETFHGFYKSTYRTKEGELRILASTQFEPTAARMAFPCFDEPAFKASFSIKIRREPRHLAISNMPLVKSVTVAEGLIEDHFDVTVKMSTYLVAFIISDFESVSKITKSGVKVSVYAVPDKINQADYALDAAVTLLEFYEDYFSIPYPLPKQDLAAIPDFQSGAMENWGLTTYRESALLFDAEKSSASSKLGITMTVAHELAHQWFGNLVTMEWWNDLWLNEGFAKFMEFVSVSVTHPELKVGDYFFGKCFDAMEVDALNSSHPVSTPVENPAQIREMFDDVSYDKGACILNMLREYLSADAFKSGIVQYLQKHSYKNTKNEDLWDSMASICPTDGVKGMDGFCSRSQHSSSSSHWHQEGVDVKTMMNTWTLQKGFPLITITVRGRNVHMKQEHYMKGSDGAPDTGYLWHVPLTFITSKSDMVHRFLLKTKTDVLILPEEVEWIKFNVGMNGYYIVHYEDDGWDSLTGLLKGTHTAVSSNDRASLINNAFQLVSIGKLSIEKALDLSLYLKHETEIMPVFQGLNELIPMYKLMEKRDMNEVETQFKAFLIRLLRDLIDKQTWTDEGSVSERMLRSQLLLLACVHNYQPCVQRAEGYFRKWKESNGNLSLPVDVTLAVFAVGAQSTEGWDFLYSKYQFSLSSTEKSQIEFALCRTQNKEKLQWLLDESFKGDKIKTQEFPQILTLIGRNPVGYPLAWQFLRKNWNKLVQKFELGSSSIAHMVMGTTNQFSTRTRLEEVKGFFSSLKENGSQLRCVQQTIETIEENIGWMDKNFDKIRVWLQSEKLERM
LGR2 antag – inhibitors of bursicon-induced LGR2 CRE-luciferase signal, primary screen, cell-based, HEK293, CRE-luciferase reporter, bursicon stimulation; Drosophila bursicon receptor LGR2 (rickets); bursicon-stimulated, 4 h; inhibition, % at 9.99 µM; actives 0.35% (n = 380,000);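 active = drop in luminescence signal, shown as inhibition above about 50% in the replicate tests, limit read from the data, passing the limit was not always enough; inconclusive = probably only some replicates passing the limit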;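 also: agonist challenge used bursicon conditioned medium at about half maximal strength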
EWS-Fli inh – EWS/Fli-driven NR0B1 reporter inhibitors, primary screen, A673 cells, NR0B1 luciferase, luminescence, MLPCN library; viability-normalised; inhibition, % at 12.6 µM; actives 0.67% (n = 350,000); AID 651661, 2012;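 active = mean inhibition of at least 50% after viability correction, with every replicate also passing that limit; inconclusive = mean reaches 50% but only one of two replicates passes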;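 also: firefly luciferase signal divided by Alamar Blue viability fluorescence both relative to DMSO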
PGC1a acetyl inh – inhibitors of PGC1a acetylation signal, primary screen, cell-based, U2OS, AlphaScreen, inhibitor mode | AlphaScreen anti-acetyl-lysine; with virally co-expressed GCN5 acetyltransferase | AID 651687, 2012 | actives 0.17% (n = 350,000) | inhibition, % at 15.6 µM;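 active = every replicate shows inhibition of at least 40%; inconclusive = mean inhibition at least 40% but some replicate below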;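 also: 0% = neutral control wells and 100% = positive control wells; some results beyond the cut were filed as inactive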
PglD DTNB – C. jejuni PglD acetyltransferase inhibitors, primary screen, biochemical, DTNB colorimetric, single point. UDP-N-acetylbacillosamine N-acetyltransferase PglD (Campylobacter jejuni). purified PglD enzyme, DTNB colorimetric CoA detection. inhibition, % at 12.5 µM. actives 0.098% (n = 360,000); in the data active = inhibition above about 16%, passing the limit was not always enough; inconclusive = no clear call, values can overlap the other calls; also: strong numbers were not always called active
FN deposit inh – inhibitors of fibronectin matrix deposition, primary screen, AH1F cells, Alexa488-fibronectin fluorescence, plate reader. inhibition, % at 12.6 µM. AH1F fibroblasts, overnight. actives 0.086% (n = 350,000);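 active = mean inhibition across replicates of 30% or more, regardless of how many single replicates reach that level; inconclusive = mean under 30% yet at least half of replicates reach 30%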;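 also: positive control wells lacked labelled fibronectin entirely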
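Material: AH1F fibroblasts assembling fluorescent fibronectin matrix; amount: 10000 AH1F cells/well; medium: DMEM, 2% serum; reagent: Alexa488-fibronectin, 24 nM final in well; dosing: single compound dose, delivered by pin transfer; incubation: 1 h adhesion, overnight exposure; detection: fluorescence after three HBSS washes, excitation 485 nm, emission 525 nm; measure: fibronectin deposition inhibition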
PAX8 reporter – inhibitors of PAX8-driven TPO luciferase reporter, primary screen, RMG-I cells, single concentration. actives 1.2% (n = 360,000). inhibition, % at 12.6 µM. SteadyGlo, 24 h;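 active = mean replicate inhibition at least 60% with every replicate also reaching 60%; inconclusive = only one of the two criteria is met; inactive = mean below 60% and not all replicates reaching 60%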;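 also: luciferase light reporting Pax8 driven TPO promoter activity; plate controls were median of neutral control wells for no effect and mitoxantrone controls for full effect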
S100A4 MyoIIA – inhibitors of S100A4-myosin IIA peptide binding, primary screen, biochemical, fluorescence polarization, TAMRA-MyoIIA peptide | inhibition, % at 10.7 µM | actives 0.14% (n = 360,000) | AID 652163, 2013;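 active = mean inhibition of at least 70% across replicates, with every replicate also reaching that level; inconclusive = mean inhibition reaches 70% but some replicates fall short; inactive = mean inhibition below 70%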
Target sequence (P26447 whole entry, looked up): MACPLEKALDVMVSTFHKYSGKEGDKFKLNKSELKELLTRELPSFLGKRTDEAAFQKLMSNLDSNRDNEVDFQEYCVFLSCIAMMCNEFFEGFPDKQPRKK
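Material: S100A4 monomer protein / Buffer or medium: 50 mM HEPES pH 7.2, 10 mM CaCl2, 100 mM KCl / Times: 5 min incubation before reading / Benchmarks: neutral control DMSO, positive control TFP / Reagent: labelled myosin peptide probe, 5 nM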
Starred values were filed as active, the others as inactive; ? = inconclusive; . = not tested or not shown.

SMILES	ERAP1 HTS inh	LGR2 antag	EWS-Fli inh	PGC1a acetyl inh	PglD DTNB	FN deposit inh	PAX8 reporter	S100A4 MyoIIA
CC(OC(=O)CC1Sc2ccccc2NC1=O)C(=O)NC1CCCC1 (centres undefined)	-4	-7	.	.	-5	8	5	2
Cc1cccn2c(=O)c3cc(C(=O)NC4CCCCC4C)n(C)c3nc12 (centres undefined)	-8	7	.	4	3	5	-22	1
CCCn1cnc2c(SCCc3ccccc3)nc(N)nc21	-2	-49	-61	.	-1	5	-129	-16
CN(CC(=O)NCc1ccco1)C(=O)C1CC(=O)N(c2ccc3c(c2)OCCO3)C1 (centres undefined)	0	.	1	-1	2	-6	-3	10
O=C(Nc1cccc(C(F)(F)F)c1)C(SCCO)c1ccccc1 (centres undefined)	.	-18	.	-9	3	.	26	.
COC(=O)C1=C(C)NC(C)=C(C(=O)OC)C(N2C(=O)CCC2=O)C1 (centres undefined)	-1	17	5	.	.	-1	30	1
COC(=O)CCC(=O)OC1(C)C(=O)C2=CN(c3ccccc3)C(c3ccc(OC)cc3)=CC2=C(Br)C1=O (centres undefined)	.	0	1	15	-4	-7	-11	-18
O=C(Nc1nccs1)C(Br)C(Br)c1ccccc1 (centres undefined)	3	-112	-45	-6	1	-6	-112	-4
CCCn1c(N)[n+](CC(=O)c2ccco2)c2ccccc21	5	-3	.	12	1	.	.	-7
Cc1ccc(-c2cnc3c(c2)C(=O)N([C@@H](C)CO)C[C@@H](C)[C@@H](CN(C)C(=O)Cc2ccccc2)O3)cc1	1	6	8	10	2	.	.	-12
CN(C)C(CNC(=O)CCc1c[nH]c2ccccc12)c1ccccc1 (centres undefined)	1	7	-9	5	-3	-3	-6	-5
COc1ccc(Nc2nc(C(=O)N(CCO)Cc3ccccc3)cs2)cc1	1	3	6	.	.	.	12	4
COC(=O)c1c(-c2ccccc2)csc1NC1=NS(=O)(=O)c2ccccc21	.	-77	.	3	-5	7	-209	.
CCOC(=O)C1CCN(C(=S)Nc2cc(OC)c(OC)cc2C(=O)OC)CC1	-2	-3	2	-12	0	.	.	-2
CC(C)C[C@H](NC(=O)CC[C@H]1O[C@@H](n2ccc(=O)[nH]c2=O)[C@H](O)[C@@H]1O)C(=O)O	0	0	-2	0	-1	1	15	-1
O=C1NC(Cc2ccccc2)C(=O)Nc2ccc(Br)cc21 (centres undefined)	-1	5	11	7	4	2	-7	2
Nc1nc(=S)c2[nH]c(=S)[nH]c2[nH]1	2	-10	0	-6	2	3	11	5
Cc1ccc(S(=O)(=O)N(C)C[C@@H]2OCCCC[C@@H](C)Oc3ccc(NS(=O)(=O)c4ccc(Cl)cc4)cc3C(=O)N([C@H](C)CO)C[C@@H]2C)cc1	1	0	4	11	3	12	6	-2
CCOC(=O)c1ccc(N2C(=O)C=C(N3CCOCC3)C2=O)cc1	0	14	8	-2	-5	-7	-17	-1
COc1cc(NC(=O)CN2C(=O)COc3ccccc32)cc(OC)c1	3	-8	-7	1	-3	2	26	-2
CN1C(=O)c2cc(NS(=O)(=O)c3ccc(F)cc3)ccc2OC[C@@H]2O[C@@H](CC(=O)O)CC[C@H]21	0	3	-2	0	1	-5	2	-1
C[C@@H]1CN([C@@H](C)CO)C(=O)c2cc(C3=CCCCC3)cnc2O[C@H]1CN(C)C(=O)Cc1ccncc1	1	-2	-3	2	-3	.	-3	3
c1ccc(CN2CCN(C3CCCSc4ccccc43)CC2)cc1 (centres undefined)	-5	13	11	-11	7	-4	14	4
C[C@H](CO)N1C[C@H](C)[C@@H](CN(C)C(=O)C2CCCCC2)Oc2ncc(C3=CCCC3)cc2C1=O	7	-5	-3	-1	-2	.	-2	6
Cc1ccc(C=Nc2ccccc2C(N)=O)s1	.	4	.	.	-6	9	-5	.
COc1cccc(-c2cnc3c(c2)C(=O)N([C@@H](C)CO)C[C@H](C)[C@@H](CN(C)Cc2ccc(F)cc2)O3)c1	2	9	7	-14	-1	.	.	11
Cc1noc(C)c1NC(=O)N(C)C[C@H]1Oc2ccc(NC(=O)Nc3ccc(C(F)(F)F)cc3)cc2C(=O)N([C@@H](C)CO)C[C@H]1C	-3	12	3	-7	3	1	7	6
c1ccc(COc2ccccc2CNc2nn[nH]n2)cc1	-4	0	9	.	.	.	-24	3
CC(=O)Oc1cccc(Nc2ncnc3ccccc23)c1	-1	-19	-48	3	-5	3	-49	-3
COc1ccc(C(=O)N(Cc2sccc2C)C2CCS(=O)(=O)C2)cc1 (centres undefined)	-2	24	5	.	0	.	-13	1
CCCOC(=O)Cn1cnc2scc(-c3ccc(OC)cc3)c2c1=O	-2	6	3	3	7	-2	-27	3
O=C(CN(CC1CCCO1)C(=O)CNS(=O)(=O)c1ccc(F)cc1)NCc1ccccc1 (centres undefined)	3	-1	-4	19	5	0	-1	-1
Cc1ccc(-c2nc(N)sc2CC(=O)OCC(=O)NCC2CCCO2)cc1 (centres undefined)	2	-9	-22	.	.	-7	-14	-5
O=C(c1cnccn1)N1CC(=O)N2[C@H](CO)[C@H](c3ccc(C#CC4CCCCC4)cc3)[C@H]2C1	-1	-10	-6	-13	.	-6	0	-4
CCCSc1nnc(Cn2c(=O)sc3ccccc32)n1C	.	23	-5	.	3	-16	3	-8
Fc1ccc2[nH]c3c(c2c1)CN(C(=S)NCc1ccccc1)CC3	.	-19	2	.	.	5	-56	-6
O=C(/C=C/c1ccco1)c1ccccc1O	-6	-24	-24	-13	.	0	-129	-5
C[C@H](CO)N1C[C@H](C)[C@H](CN(C)S(=O)(=O)c2ccccc2)OCCCC[C@H](C)Oc2ccc(NS(=O)(=O)c3ccc(Cl)cc3)cc2C1=O	1	20	3	-3	1	3	84*	0
C/C=C/c1ccc2c(c1)O[C@@H](CN(C)C(=O)NC1CCCCC1)[C@H](C)CN([C@@H](C)CO)S2(=O)=O	0	-11	-5	-8	0	-13	-16	4
Cc1[nH][nH]c(=O)c1N=Nc1ccccc1C#N	2	-14	-3	.	.	3	-5	2

Next part; the last 2 above are carried over.
SMILES	ERAP1 HTS inh	LGR2 antag	EWS-Fli inh	PGC1a acetyl inh	PglD DTNB	FN deposit inh	PAX8 reporter	S100A4 MyoIIA
C/C=C/c1ccc2c(c1)O[C@@H](CN(C)C(=O)NC1CCCCC1)[C@H](C)CN([C@@H](C)CO)S2(=O)=O	0	-11	-5	-8	0	-13	-16	4
Cc1[nH][nH]c(=O)c1N=Nc1ccccc1C#N	2	-14	-3	.	.	3	-5	2
O=C(N[C@@H]1CC[C@@H](CCNC(=O)C2CCCCC2)O[C@@H]1CO)c1ccncc1	-1	3	-4	20	2	-4	-30	35
COc1ccc(-n2c(C)nc(N)c2C(=O)c2ccccc2)cc1	.	.	1	.	.	7	-35	-3
OCCC1CN(Cc2ccc(Oc3ncccn3)cc2)CCN1CCc1ccccc1 (centres undefined)	2	12	-23	.	.	4	-11	10
CCOC(=O)C(C)Oc1cccc2c(=O)n(CC(=O)NCc3ccccc3)ccc12 (centres undefined)	-3	-9	19	-12	0	-2	?	1
Cc1ccc(CNC(=O)COC(=O)c2ccc(S(=O)(=O)N3CCCC3)cc2)cc1	1	.	.	-4	-4	11	2	-4
CCc1ccc(CN(Cc2cccnc2)C(=O)/C=C/c2ccc(OC)cc2)cc1	2	7	-8	22	12	-8	-15	-13
COC(=O)[C@@]1(Cc2ccc(F)cc2)[C@H]2c3cc(C(=O)N4CCCC4)n(CCO)c3C[C@H]2CN1C(=O)c1ccccc1	5	20	5	.	.	16	1	-7
COc1ccc(C)cc1NC(=O)CNCc1cccs1	2	-10	12	.	3	-3	-38	-3
O=C(O)c1ccc2c(c1)C(=O)N(c1ccc(Nc3ccccc3)cc1)C2=O	5	-4	3	10	8	4	-16	-1
CNC(=O)C[C@H]1C(=O)N(CCc2ccccc2)C[C@@H]1Cc1ccccc1	-4	-23	-10	.	0	.	3	14
CCN1C(=O)CSC1=Nc1ccccc1Cl	-2	-6	-1	-4	2	4	-4	4
CCOc1ccc(C(=O)N[C@H](C(=O)Nc2cccc(S(=O)(=O)N3CCOCC3)c2)C(C)C)cc1	-6	-4	5	.	3	-14	1	3
Cc1noc(/C=C/N(C)C)c1S(=O)(=O)N1CCC(C(=O)Nc2ccc(Cl)cc2)CC1	0	2	.	.	5	-13	1	0
CCOC(=O)c1sc(-c2cccc([N+](=O)[O-])c2)cc1N	2	.	-1	-3	.	12	-67	-1
FC(F)(F)C1=NNC(c2ccc3ccccc3c2)=NN1	-2	-13	2	.	.	7	10	-4
N#Cc1cccc(-c2ccc3c(c2)[C@@H]2[C@@H](CCN2Cc2cncnc2)[C@@H](CO)N3)c1	.	9	-15	-3	0	-5	-18	.
COc1cccc(-c2ccc([C@H]3[C@H]4CN(C(=O)c5ccc6c(c5)OCO6)CCCCN4[C@H]3CO)cc2)c1	0	-7	16	-18	7	.	16	6
COC(=O)N/N=C(\C)c1ccc(-n2ccnc2)cc1	0	-16	-3	6	.	-9	-27	-3

Among those listed so far, these have fluorine:
SMILES	ERAP1 HTS inh	LGR2 antag	EWS-Fli inh	PGC1a acetyl inh	PglD DTNB	FN deposit inh	PAX8 reporter	S100A4 MyoIIA
O=C(Nc1cccc(C(F)(F)F)c1)C(SCCO)c1ccccc1 (centres undefined)	.	-18	.	-9	3	.	26	.
CN1C(=O)c2cc(NS(=O)(=O)c3ccc(F)cc3)ccc2OC[C@@H]2O[C@@H](CC(=O)O)CC[C@H]21	0	3	-2	0	1	-5	2	-1
COc1cccc(-c2cnc3c(c2)C(=O)N([C@@H](C)CO)C[C@H](C)[C@@H](CN(C)Cc2ccc(F)cc2)O3)c1	2	9	7	-14	-1	.	.	11
Cc1noc(C)c1NC(=O)N(C)C[C@H]1Oc2ccc(NC(=O)Nc3ccc(C(F)(F)F)cc3)cc2C(=O)N([C@@H](C)CO)C[C@H]1C	-3	12	3	-7	3	1	7	6
O=C(CN(CC1CCCO1)C(=O)CNS(=O)(=O)c1ccc(F)cc1)NCc1ccccc1 (centres undefined)	3	-1	-4	19	5	0	-1	-1
Fc1ccc2[nH]c3c(c2c1)CN(C(=S)NCc1ccccc1)CC3	.	-19	2	.	.	5	-56	-6
COC(=O)[C@@]1(Cc2ccc(F)cc2)[C@H]2c3cc(C(=O)N4CCCC4)n(CCO)c3C[C@H]2CN1C(=O)c1ccccc1	5	20	5	.	.	16	1	-7
FC(F)(F)C1=NNC(c2ccc3ccccc3c2)=NN1	-2	-13	2	.	.	7	10	-4

Bioassay records as filed in PubChem.
